Screening results (PubChem)
MPTP inh: inhibitors of mitochondrial permeability transition pore; isolated mouse mitochondria, Ca2+ swelling absorbance, 30 min; inhibition, % at 10 µM; 360,000 tested, 1.4% active;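 active = inhibition of 50% or more, scaled per plate between neutral and stimulator controls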;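 note: 0% = DMSO wells given calcium and 100% = 1 mM EGTA wells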
APOBEC3A inh: blocks human APOBEC3A ssDNA deamination; inhibition, % at 20 µM; 330,000 tested, 0.41% active; recombinant A3A, FAM/TAMRA ssDNA deamination fluorescence;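 active = at least 40% inhibition at 20 µM here, with at most 30% in a related deaminase screen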;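 note: plate controls were A3A with DMSO for no effect and wells lacking A3A enzyme for full effect; some results filed as inactive read as strong as hits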
Target sequence (P31941 whole entry, looked up): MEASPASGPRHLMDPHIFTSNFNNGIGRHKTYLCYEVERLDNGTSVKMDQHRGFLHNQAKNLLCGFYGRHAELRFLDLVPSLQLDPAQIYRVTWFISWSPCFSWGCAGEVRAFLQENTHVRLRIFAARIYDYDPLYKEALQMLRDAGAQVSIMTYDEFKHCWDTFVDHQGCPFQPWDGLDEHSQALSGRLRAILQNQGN
beta cell repl: MIN6 beta-cell proliferation induction | MIN6 cells proliferation, ATPlite luminescence, 48 h; cells starved in 0.2% serum; 100% = growth in 10% serum | proliferation, % at 10 µM | 330,000 tested, 0.29% active | AID 2380;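 active = compounds whose signal lies at least 3.5 SD above the mean of all wells on their plate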;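 note: 0% = DMSO-treated cells in low-serum medium and 100% = 10% serum control; some compounds called inactive have numbers as strong as hits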
hIAP block: blocks human intestinal alkaline phosphatase; P09923; purified IAP, CDP-Star luminescence, 30 min; inhibition, % at 10 µM; 330,000 tested, 0.12% active;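 active = inhibition reaching a set limit with compound at 10 µM in the primary screen, cut at about 35% in these data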;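 note: plate controls were DMSO wells with enzyme for no effect and no-enzyme buffer wells for full effect; values of inactives mirror those of a sister screen read the other way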
Target sequence (P09923 whole entry, looked up): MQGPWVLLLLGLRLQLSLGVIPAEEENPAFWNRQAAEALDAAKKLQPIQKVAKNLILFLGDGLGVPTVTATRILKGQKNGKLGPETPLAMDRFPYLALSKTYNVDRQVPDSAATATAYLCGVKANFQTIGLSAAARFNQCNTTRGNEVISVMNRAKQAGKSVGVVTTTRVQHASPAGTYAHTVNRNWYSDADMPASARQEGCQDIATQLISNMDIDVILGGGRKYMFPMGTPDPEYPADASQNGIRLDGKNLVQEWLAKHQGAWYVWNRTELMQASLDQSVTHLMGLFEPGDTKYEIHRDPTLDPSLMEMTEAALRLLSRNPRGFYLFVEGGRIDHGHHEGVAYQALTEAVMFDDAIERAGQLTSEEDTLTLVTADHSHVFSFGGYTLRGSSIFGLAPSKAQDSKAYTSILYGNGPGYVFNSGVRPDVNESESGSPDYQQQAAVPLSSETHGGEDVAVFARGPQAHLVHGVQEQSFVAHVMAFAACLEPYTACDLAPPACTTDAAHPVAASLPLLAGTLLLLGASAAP
hIAP act: human IAP activation. purified human IAP, CDP-Star luminescence, 30 min; stronger effect = higher value; 1 = vehicle-only enzyme, 0 = enzyme-free background. activation factor at 10 µM. 330,000 tested, 0.16% active. AID 2524;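 active = activation factor of the enzyme at least 2-fold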; note: the source names both 10 and 20 µM as test concentration; values of inactives mirror those of a sister screen read the other way
A3G deaminase: blocks human APOBEC3G single-stranded DNA deamination; AID 493012; Q9HC16; recombinant A3G, ssDNA deamination FAM/TAMRA fluorescence; inhibition, % at 20 µM; 330,000 tested, 0.28% active;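 active = inhibition of at least 40% at 20 µM, with no more than 30% in the related APOBEC3A deaminase screen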;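 note: plate controls were DMSO wells with A3G for no effect and wells lacking A3G enzyme for full effect; some compounds called inactive have numbers as strong as hits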
Target sequence (Q9HC16 whole entry, looked up): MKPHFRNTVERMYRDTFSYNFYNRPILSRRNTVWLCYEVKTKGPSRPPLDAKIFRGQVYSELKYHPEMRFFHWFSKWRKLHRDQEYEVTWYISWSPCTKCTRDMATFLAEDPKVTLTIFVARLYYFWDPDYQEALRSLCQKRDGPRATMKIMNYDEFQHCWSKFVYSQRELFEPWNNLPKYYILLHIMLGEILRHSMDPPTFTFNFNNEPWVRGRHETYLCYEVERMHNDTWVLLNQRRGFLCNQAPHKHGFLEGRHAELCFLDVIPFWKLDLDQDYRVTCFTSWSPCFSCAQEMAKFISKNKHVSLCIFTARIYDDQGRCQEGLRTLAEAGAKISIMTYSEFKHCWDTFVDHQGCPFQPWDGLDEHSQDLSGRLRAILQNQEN
mIAP act: mouse IAP activation. AID 2805. 330,000 tested, 0.24% active. activation factor at 10 µM. muIAP, CDP-Star luminescence, 30 min; stronger effect = higher value; 1 = vehicle-only enzyme signal, 0 = enzyme-free wells;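 active = activation factor of at least 2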; note: the source names both 10 and 20 µM as test concentration; values of inactives mirror those of a sister screen read the other way
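Assay system: mouse IAP enzyme; reagent: chemiluminescent substrate CDP-Star; dosing: test compounds delivered from DMSO solution; schedule: 30 min at room temperature; measured by: luminescence from enzymatic CDP-Star hydrolysis; controls: DMSO-only wells and no-enzyme negative control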
ATG4B inh: blocks human ATG4B protease cleavage of LC3 substrate | Q9Y4P1 | ATG4B cleavage of LC3-PLA2, NBD-HPC fluorescence, 1 h | inhibition, % at 8.33 µM | 340,000 tested, 0.51% active; in the data active = inhibition above about 40%
mIAP block: blocks mouse intestinal alkaline phosphatase. purified mouse IAP, CDP-Star luminescence, 30 min. inhibition, % at 10 µM. 330,000 tested, 0.2% active. AID 2806;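 active = inhibition of at least 40% at 10 µM in the primary screen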;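 note: plate controls were DMSO with enzyme for no effect and no enzyme wells for full effect; values of inactives mirror those of a sister screen read the other way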
* = called active by the depositor.

SMILES	MPTP inh	APOBEC3A inh	beta cell repl	hIAP block	hIAP act	A3G deaminase	mIAP act	ATG4B inh	mIAP block
O=C(/C=C/c1ccc(Cl)cc1)N1CCN(c2c(Cl)cccc2[N+](=O)[O-])CC1	16	-3	-5	10	0.9	-7	0.95	44*	5
CCCC(C)C(=O)Nc1cc([N+](=O)[O-])ccc1Cl (stereo not drawn)	-0.4	-2	-1	0	1	-6	1	2	-2
CCOC(=O)c1c(N=CN(C)C)c(C#N)n2c1CCC2	-1.9	-5	-2	17	0.83	-6	0.98	-3	2
CC1Cc2ccccc2N1C(=S)NC1CCCC1 (stereo not drawn)	-0.9	0	3	20	0.8	-1	0.97	-3	3
CCNc1c(NS(=O)(=O)c2ccc(C3CCCCC3)cc2)c(=O)oc2ccccc12	12	-3	-2	4	0.96	2	0.94	4	6
CCC1CCCCN1C(=O)CSc1nc2ncccc2[nH]1 (stereo not drawn)	-2.6	-5	-2	-42	1.4	-1	1	-1	-1
CSc1nncc(/C(C)=N\Nc2cccc(C)c2)n1	-6.6	-21	2	4	0.96	38	0.95	-8	5
CCP(=O)(CC)c1cccc(N)c1	-2.4	-5	-2	13	0.87	-7	0.88	-4	12
COc1ccc(-c2nc(N3CCCCCC3)sc2C(=O)c2ccccc2)cc1	1.8	-2	-3	2	0.98	-2	0.78	2	22
Nc1cnn(Cc2ccc(F)cc2)c1	2.5	-1	-2	-7	1.1	-4	1.1	-4	-10
O=C(CSc1ccccc1C(=O)O)Nc1ccc2c(c1)OCO2	0.1	-5	-3	20	0.8	-9	1	2	-4
COc1ccc(NC(=O)CC2C(=O)NCCN2C(=O)c2ccccc2)cc1 (stereo not drawn)	1.2	5	4	13	0.87	-5	1.1	-4	-12
CCc1ccc(OCC(=O)Nc2ncn[nH]2)cc1	-1.6	3	3	-106	2.1*	-4	1	-2	-2
Cc1ccc(CNC(=O)c2ccc(CS(=O)Cc3ccccc3Cl)o2)cc1 (stereo not drawn)	1.8	1	1	3	0.97	0	1.1	4	-5
Cc1ccc(-c2nnn(CCC(=O)NC(C)(C)C)n2)cc1	-0.3	-6	-3	-16	1.2	-8	1	-3	-1
Nn1c(SCC(=O)Nc2ccc(Oc3ccccc3)cc2)nnc1C1CC1	-1.5	0	-1	20	0.8	-4	0.94	-5	6
N#CCn1c2ccccc2c2nc3ccccc3nc21	-2.7	2	3	12	0.88	-2	0.98	-2	2
NC(=O)c1cccc2c(=O)oc3ccccc3c12	-1.0	2	-1	-4	1	0	1	2	-4
Cc1ccc(CNC(=O)Cn2ccc3ccccc3c2=O)o1	-1.3	3	0	-6	1.1	1	0.69	2	30
Cc1ccc(Cn2c(C(C)Nc3nc(-c4ccc(F)cc4)cs3)nc3cc(C(=O)NCCCO)ccc32)cc1 (stereo not drawn)	0.1	-2	-8	-3	1	5	0.93	12	7
CC(CCn1cccn1)NC(=O)c1cc(COc2ccc(F)cc2F)on1 (stereo not drawn)	-0.5	-1	0	-1	1	0	0.89	1	11
O=C(NC1CCCC1)C1CCCN(S(=O)(=O)c2ccc(-n3cnnn3)cc2)C1 (stereo not drawn)	-0.7	3	-1	-3	1	2	1	-12	-3
O=S(=O)(CCSc1ccc(C(F)(F)F)cn1)c1ccc(Cl)cc1	4.7	0	-1	7	0.93	-2	1	-1	-2
COc1cc(CNCCSc2nnnn2C)cc(Br)c1OCc1ccccc1	1.4	-5	0	-4	1	-8	1	5	0
CCOC(=O)C(C(C)=O)c1c(Br)c(O)c(O)c2c(C(=O)c3ccc(C)cc3)coc12 (stereo not drawn)	3.7	1	-6	10	0.9	-2	0.83	20	17

Four entries picked at random from those above, as already listed:
SMILES	MPTP inh	APOBEC3A inh	beta cell repl	hIAP block	hIAP act	A3G deaminase	mIAP act	ATG4B inh	mIAP block
Nc1cnn(Cc2ccc(F)cc2)c1	2.5	-1	-2	-7	1.1	-4	1.1	-4	-10
CCC1CCCCN1C(=O)CSc1nc2ncccc2[nH]1 (stereo not drawn)	-2.6	-5	-2	-42	1.4	-1	1	-1	-1
COc1ccc(-c2nc(N3CCCCCC3)sc2C(=O)c2ccccc2)cc1	1.8	-2	-3	2	0.98	-2	0.78	2	22
O=C(CSc1ccccc1C(=O)O)Nc1ccc2c(c1)OCO2	0.1	-5	-3	20	0.8	-9	1	2	-4

Continued.
SMILES	MPTP inh	APOBEC3A inh	beta cell repl	hIAP block	hIAP act	A3G deaminase	mIAP act	ATG4B inh	mIAP block
CCCc1cc(=O)[nH]c(Nc2ccc(O)cc2)n1	0.1	0	-3	-2	1	-6	0.96	-2	4
O=C(O)c1ccc(/C=C2\SC(=S)N(NC(=O)c3ccc(Br)cc3)C2=O)cc1	-1.2	-3	-3	-26	1.3	-3	0.93	2	7
O=S(=O)(Nc1ccc(Br)cn1)c1ccc(Cl)s1	-1.1	28	0	-1	1	-2	0.95	-3	5
CCC(OC(=O)c1ccco1)C(=O)NC1CCCC1 (stereo not drawn)	-0.9	0	-2	-7	1.1	-2	1	0	0
CCC1(CC)NC(=O)N(CC(=O)Nc2ccc(S(=O)(=O)N3CCOCC3)cc2)C1=O	-0.2	10	-3	-12	1.1	3	1.1	-4	-10
CCN1CCN(c2nc(S(=O)(=O)c3ccc(C)cc3)c(Cl)s2)CC1	0.7	-1	0	-6	1.1	-10	1	1	-2
CC(C)CN(C(=O)c1ccc(C(F)(F)F)cc1)c1c(N)n(CC(C)C)c(=O)[nH]c1=O	-0.2	1	-2	-2	1	-1	0.98	-11	2
CCCCn1c(-c2cccc3ccccc23)nc2cc3[nH]c(=O)c(C(C)C)nc3cc21	-0.2	-4	-6	-9	1.1	-11	0.92	-6	8
CCOc1ncccc1C(=O)OCc1ccc(C(=O)OC)o1	-2.1	0	2	0	1	-7	0.9	-3	10
CC1(C)CC(N2CCCC2)=CC(=[N+]2CCCC2)C1	-0.2	66*	-6	-12	1.1	22	1	0	-4
CC(C)NC(=O)CC1C(=O)NCCN1CC(c1ccccc1)c1ccccc1 (stereo not drawn)	-1.5	0	-3	-7	1.1	-5	0.96	-1	4
CC(C)C(C)NC(=O)CN1C(=O)NC2(CCCc3ccccc32)C1=O (stereo not drawn)	3.0	-3	-2	-4	1	-6	0.87	-6	13
Cc1ccc(-c2cc(-c3ccccc3)nc(N)c2C#N)o1	-0.4	-4	-1	16	0.84	-8	0.94	-5	6
O=C(CCCN1C(=O)NC2(CCCC2)C1=O)Nc1cccc(S(=O)(=O)N2CCOCC2)c1	0.7	33	-3	3	0.97	1	1.1	-1	-11
CC(NCCCOc1cccc2ccccc12)c1ccccc1 (stereo not drawn)	14	-4	-5	-16	1.2	-12	0.98	-9	2
CC(C)(C)C1CCc2c(sc(NC(=O)C3CC=CCC3C(=O)O)c2C#N)C1 (stereo not drawn)	34	-1	-1	19	0.81	-6	0.95	11	5
Cc1cc2oc(=O)cc(CN(C)Cc3cccc(F)c3)c2cc1Cl	0.0	1	-4	6	0.94	0	0.96	0	4
O=C(OCc1ccccc1)/C(=C/c1cccc([N+](=O)[O-])c1)NC(=O)c1ccco1	-1.3	-4	-2	-2	1	-8	0.95	16	5
CCC(C)N(C(=O)Cn1c(=O)cnc2ccccc21)C1CCS(=O)(=O)C1 (stereo not drawn)	0.0	-3	0	4	0.96	-9	0.97	0	3
CCOC(=O)c1ccc(N/N=C/c2cc(Br)cc([N+](=O)[O-])c2O)cc1	74*	3	0	5	0.95	-3	0.89	8	11
N#CCSc1nnc(-c2ccc3c(c2)OCO3)o1	-0.7	5	1	-26	1.3	4	1	3	-1
O=C(CN1CCN(S(=O)(=O)c2ccccc2)CC1)NCc1ccccc1	-0.7	-1	-4	-11	1.1	-6	1	-4	-2
COc1ccc(/C=N/NC(=O)c2ccn[nH]2)cc1COc1ccc(Cl)cc1	-0.5	-4	-1	-43	1.4	-3	0.98	-7	2
CCOc1ccc(Nc2nc(N)nc(CN(C)C3CCCCC3)n2)cc1	-1.0	0	0	11	0.89	-5	1	9	-1
Cc1onc(-c2ccccc2)c1C(=O)Nc1nc(-c2ccc(F)c(F)c2)cs1	2.8	-1	-1	17	0.83	-1	1	-7	0
SMILES	MPTP inh	APOBEC3A inh	beta cell repl	hIAP block	hIAP act	A3G deaminase	mIAP act	ATG4B inh	mIAP block
CNC(=O)NC(=O)C(C)OC(=O)CCCSc1nc2ccccc2s1 (stereo not drawn)	-0.1	-3	-4	2	0.98	-8	1	15	-5
CCOC(=O)/C(C#N)=C/c1cn(CCC(=O)O)nc1-c1ccc(F)cc1	1.1	-3	-6	14	0.86	-7	0.86	-3	14
CCOC(=O)C1CCN(C(=O)CCc2nnc3ccc(NCCCN4CCCC4=O)nn23)CC1	0.8	-1	-1	0	1	0	0.94	2	6
Cc1ccc(NC(=S)N(Cc2ccc(Cl)cc2)Cc2ccc(C(=O)O)cc2)cc1Cl	-1.2	-4	-4	7	0.93	-8	1	4	0
COc1cc(/C=N/NC(=O)C[n+]2ccccc2)cc(OC)c1OC(C)=O	-1.2	1	-3	-8	1.1	-3	0.99	-2	1
CCOC(=O)/C(C#N)=C/c1c(OCC)n(CC)c2ccccc12	3.0	-2	0	13	0.87	-4	0.85	-9	15
CSc1nc2ccccc2n1CC(=O)Nc1c(C)n(C)n(-c2ccccc2)c1=O	0.8	-1	-3	10	0.9	-4	1	-1	-2
COc1ccc2nc(Nc3nc(CSc4nc5ccccc5[nH]4)cc(=O)[nH]3)nc(C)c2c1	1.9	4	-5	-100	2	26	1	-4	-2
CN(C)C(=O)c1c2c(nc3ccccc13)CCCC2	-2.1	-3	-2	-16	1.2	-7	1.2	-7	-18
O=C(O)CSc1nnc(COc2cccc3cccnc23)n1-c1ccc(Cl)cc1	-1.8	1	1	2	0.98	-5	0.94	-6	6
COc1ccccc1-n1c(SCC(=O)N2CCOCC2)nc(O)c(Cc2ccccc2)c1=O	-0.9	-1	-1	-2	1	-3	0.94	-6	6
COc1ccc(NC(=O)N(C)C[C@H]2Oc3c(NS(=O)(=O)c4cccs4)cccc3C(=O)N([C@H](C)CO)C[C@@H]2C)cc1	-0.1	-1	-4	-15	1.1	-8	1.1	8	-12
CCOc1cc(C(=O)OC(C(=O)NC(=O)NC)c2ccccc2)ccc1OCC(=O)N1CCOCC1 (stereo not drawn)	-1.2	11	-1	9	0.91	-9	1.1	-8	-12
CCN1C(=O)N(c2cccc3ccccc23)C(C)=CC1(C)C	2.5	-4	4	-22	1.2	-6	0.91	7	9
COc1ccc(-c2[nH]ncc2CN(Cc2nccn2C)C(C)C)c(F)c1	-1.7	-3	-1	-19	1.2	-8	1	-5	-1
Nc1c([N+](=O)[O-])cc(-c2cnc[nH]2)cc1[N+](=O)[O-]	0.9	5	2	13	0.87	-6	1	-2	-2
COc1ccc(C(=O)NCc2nnc(SC)n2Cc2ccccc2)cc1	1.6	0	-2	14	0.86	-2	0.91	0	9
CC1(C)C(=O)Nc2ccccc2N1C(=O)COC(=O)c1cccs1	0.0	14	-6	-2	1	2	0.88	-3	12
COc1ccc(/C=C/C(=O)Nc2ccccc2)cc1S(=O)(=O)N1CCOCC1	1.0	-2	-4	-15	1.1	-2	1.1	-15	-14
CCOC(=O)/C=C1\SCC(=O)N1Cc1ccc(Br)cc1	4.0	0	-4	9	0.91	-2	0.92	-11	8
COc1cc(CN(C)CC2CCCN(CCc3ccc(F)cc3)C2)c(Cl)cc1O (stereo not drawn)	1.7	-8	0	7	0.93	-7	1.1	1	-7
CCn1cc(C(=O)N[C@@H](CCSC)C(=O)NCCN2CCOCC2)c(=O)c2cc3c(cc21)OCO3	-1.1	-4	0	0	1	-4	0.98	3	2
CC(C)(C)NC(=O)C(c1ccco1)N(Cc1ccc2c(c1)OCO2)C(=O)c1snc(C(N)=O)c1N (stereo not drawn)	0.2	-1	0	-2	1	-6	0.96	2	4
